# Source: PubChem
# TLR4-MyD88 BLA: inhibitors of human TLR4-MyD88 binding; O00206+Q99836; HeLa CL3-4 TLR4/MyD88 BLA complementation, FRET ratio; inhibition, % at 8.4 µM; 0.18% of 200,000 active; AID 861; in the data active = inhibition above about 25%;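 note: 0% = vehicle and 100% = reference inhibitor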
# STAT3 activator: STAT3 signaling activation; U3A cells, IL-6 STAT3-luciferase reporter, luminescence; 100% = signal with IL-6 EC80 alone; activation (% of control), % at 5.6 µM; 0.91% of 190,000 active;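 active = activation above the screen-wide mean of compound activation plus 3 SD, cut at about 130% in these data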;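 note: 0% = background luminescence of wells with medium and substrate only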
#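 Test system: human U3A cells carrying STAT3-luciferase construct; control set: IL-6-only wells as 100% reference; timing: compound pre-incubation 1 h before IL-6, then 6 h stimulation at 37 °C; also added: IL-6 stimulus at 33 ng/mL final; evaluation: % activation versus median of IL-6-stimulated wells; detection: reporter luminescence signal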
# SRC2 TRFRET art: counter-screen for PPARgamma SRC-2 recruitment agonists: TR-FRET artefact. TR-FRET ratio at 8 µM. 0.4% of 200,000 active. hits give high values; in the data active = TR-FRET ratio above about 2000; note: inactives centre near 1500
# PPARg SRC2 recr: agonists of SRC-2 recruitment by human PPARgamma. P37231. PPARgamma LBD-SRC-2 recruitment, biochemical. activation, % at 8 µM. 0.34% of 200,000 active. AID 1032; in the data active = activation above about 22%;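 note: 0% = vehicle and 100% = reference agonist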
# PPARg SRC-1 ag: promotes SRC-1 coactivator recruitment by human PPARgamma | P37231 | activation, % at 8 µM | PPARgamma-SRC-1 coactivator recruitment biochemical assay | AID 631 | 0.41% of 200,000 active; in the data active = activation above about 19%;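 note: 0% = DMSO and 100% = reference agonist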
# STAT3 blocker: reduces IL-6 driven STAT3 reporter signal | U3A cells, IL-6 STAT3-luciferase reporter, luminescence; host cell line lacks STAT1 | inhibition, % at 5.5 µM | AID 862 | 0.89% of 190,000 active;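 active = inhibition above the mean inhibition across all screened compounds plus 3 SD, cut at about 44% in these data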;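 note: 0% = DMSO only wells and 100% = 100 µM nifuroxazide control wells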
# RAM inhibit: yeast RAM network inhibition. 1.8% of 190,000 active. inhibition, % at 50 µM. S. cerevisiae dse1pr::URA3 reporter, 5-FOA growth OD615, 2 d; analog-sensitive cbk1-as2 kinase mutant strain;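 active = inhibition above a set limit, 3 SD over mean compound inhibition, cut at about 8.4% in these data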;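 note: 0% = DMSO-only wells with no growth and 100% = 10 µM 1-NA-PP1 full growth; inhibition rescues growth on 5-FOA so higher OD means more RAM inhibition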
# PPARg SRC3 recr: promotes SRC-3 coactivator recruitment by human PPARgamma; biochemical PPARgamma/SRC-3 coactivator recruitment assay; AID 731; 0.26% of 200,000 active; P37231; activation, % at 8 µM; in the data active = activation above about 23%;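 note: 0% = DMSO and 100% = reference agonist; some compounds past the cut are filed as inactive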
# ROMK primary: human ROMK K+ channel modulation, primary screen | P48048 | Tet-inducible ROMK, thallium flux fluorescence; actives lie on both sides | B-score at 10 µM | 2% of 130,000 active | AID 1918;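 active = signal ratio slope over the read window, or its plate-corrected B-score, at least 3 SD from the plate mean, either direction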;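 note: B-score of the F/F0 ratio slope over 7 to 12 s after thallium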
# Target sequence (P48048 whole entry, looked up): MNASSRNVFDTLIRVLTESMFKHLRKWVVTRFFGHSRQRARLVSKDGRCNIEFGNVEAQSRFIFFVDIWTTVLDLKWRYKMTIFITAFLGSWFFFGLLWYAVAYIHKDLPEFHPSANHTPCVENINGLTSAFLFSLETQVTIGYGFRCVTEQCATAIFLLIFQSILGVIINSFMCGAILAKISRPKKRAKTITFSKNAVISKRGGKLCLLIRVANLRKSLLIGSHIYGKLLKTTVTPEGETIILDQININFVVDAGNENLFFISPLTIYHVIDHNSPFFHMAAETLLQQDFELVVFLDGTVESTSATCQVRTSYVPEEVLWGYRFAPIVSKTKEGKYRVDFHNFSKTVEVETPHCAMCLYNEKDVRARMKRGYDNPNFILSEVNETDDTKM
# S1P3 antag: antagonists of human S1P3 receptor. Q99500. CHO S1P3 NFAT-BLA reporter, FRET fluorescence, antagonist mode. inhibition, % at 4.98 µM. 0.27% of 170,000 active. AID 485;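 active = inhibition above the plate cutoff, the mean inhibition of test wells on that plate plus 3 SD, cut at about 28% in these data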;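 note: cells challenged with S1P at its EC80 of 0.8 µM; blue over green emission ratio from cleaved BLA substrate after 4 h stimulation; 0% = S1P-stimulated wells and 100% = unstimulated DMSO-only wells; some compounds past the cut are filed as inactive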
# Target sequence (Q99500 whole entry, looked up): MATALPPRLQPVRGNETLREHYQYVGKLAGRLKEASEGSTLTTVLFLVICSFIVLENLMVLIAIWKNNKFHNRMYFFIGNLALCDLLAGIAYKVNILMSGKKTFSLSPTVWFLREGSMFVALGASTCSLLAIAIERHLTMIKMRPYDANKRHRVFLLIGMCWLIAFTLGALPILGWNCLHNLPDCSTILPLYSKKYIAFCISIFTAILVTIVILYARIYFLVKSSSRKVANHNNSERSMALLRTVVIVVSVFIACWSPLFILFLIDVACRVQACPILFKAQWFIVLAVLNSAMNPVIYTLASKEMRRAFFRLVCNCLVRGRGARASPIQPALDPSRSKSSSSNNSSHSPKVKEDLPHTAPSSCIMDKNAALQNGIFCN
# STAT1 inh: reduces IFN-gamma driven STAT1 reporter signal; AID 920; NIH 3T3 STAT1-luciferase reporter, luminescence; inhibition, % at 5.5 µM; 0.35% of 200,000 active;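 active = inhibition above a set limit, the mean inhibition across all tested compounds plus 3 SD, cut at about 34% in these data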;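 note: 0% = IFN-gamma with DMSO and 100% = IFN-gamma with 300 µM nifuroxazide; values of inactives mirror those of a sister screen read the other way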
# An asterisk follows results filed as active; . = no result given. Random draw from the library. Share with any hit: about 5.6%.
Molecule	TLR4-MyD88 BLA	STAT3 activator	SRC2 TRFRET art	PPARg SRC2 recr	PPARg SRC-1 ag	STAT3 blocker	RAM inhibit	PPARg SRC3 recr	ROMK primary	S1P3 antag	STAT1 inh
CC1(c2ccc(Cl)cc2Cl)OCC(Cn2ccnc2)O1 (configuration not stated)	7	92	1483	2	-2	14	1.6	-14	2.6	9	0
COc1ccc(N2CC(C(=O)OC(C)C(=O)c3ccccc3)CC2=O)cc1 (configuration not stated)	17	106	1405	0	4	-6	0.7	-2	.	5	-3
COC(=O)c1oc2ccccc2c1-n1cccc1	0	108	1526	9	1	-2	3.5	8	-0.27	.	2
Cc1cc(CNC(=O)COc2ccc(C#N)cc2)c2ccccc2n1	-14	89	1726	6	6	15	1.2	2	-2	-9	11
CCOC(=O)C(=CNCC(=O)OC)C(=O)OCC	-7	94	1623	8	5	14	1.7	8	.	.	12
CCOc1ccc(-n2c(Cc3cc(=O)[nH]c(=O)[nH]3)nnc2SCC(=O)NC2CCCC2)cc1	1	101	1718	5	4	3	0.8	11	.	-27	-5
CN(C)c1nc(N)nc(Cn2nnc(-c3ccc(C(F)(F)F)cc3)n2)n1	12	98	1458	3	-4	7	0.4	-1	0.38	-12	-2
Oc1ccccc1C=NC(c1ccccc1)C(O)c1ccccc1 (configuration not stated)	11	97	1355	2	-4	7	3.0	-7	-0.08	8	-21
O=C(NCc1ccccc1)C(=O)NCC1OCCN1S(=O)(=O)c1ccc([N+](=O)[O-])cc1 (configuration not stated)	-22	105	1483	10	9	0	2.2	6	-2.1	-5	4
Cc1ccc(NC(=S)N(Cc2cccs2)Cc2cc3cc(C)ccc3[nH]c2=O)cc1	-13	105	1331	4	1	4	5.6	0	-0.082	-9	1
N#Cc1ccc(N2CCN(C(=O)c3cccc(F)c3)CC2)c(F)c1	-2	97	1822	7	3	4	0.5	3	.	-40	7
Cc1ccnc(SCCn2c(N3CCN(c4ccccc4)CC3)nc3c2c(=O)[nH]c(=O)n3C)n1	3	98	1455	-14	-2	10	0.3	-4	.	-9	11
CCc1nc2ccccc2n1CC(C)C(=O)O (configuration not stated)	7	97	1549	-4	-5	7	0.1	3	.	.	-6
COc1ccccc1CNC(=O)c1cccc(S(=O)(=O)N2CCN(C)CC2)c1	-4	105	1545	7	-5	-4	-0.4	-2	0.11	-13	10
CCn1c(C(=O)NCCCN2CCc3ccccc3C2)cc2sccc21	-4	114	1399	-3	-1	-9	0.0	-2	.	-8	3
COC(=O)c1cccc(-n2c(C)cc(C=O)c2C)c1	6	100	1530	0	2	1	0.6	8	.	-14	13
COc1ccc(N2CCC(CNC(=O)Nc3ccc(Cl)cc3)C2)cc1 (configuration not stated)	-3	97	1590	8	13	8	1.7	3	0.83	10	-2
O=C(COC(=O)CNC(=O)c1ccccc1F)Nc1ccc2c(c1)OCCO2	1	106	1631	8	2	-12	0.1	3	.	-12	-1
CCn1c(CSc2nc3ccccc3s2)nc2ccccc21	-5	88	1488	10	4	15	0.4	0	-1.6	.	-10
CCN(CC)c1nc(Nc2ccccc2)nc(Oc2ccc(=O)[nH]n2)n1	3	99	1464	-4	4	6	1.0	-8	.	19	11
O=C(CCc1ccc(S(=O)(=O)N2CCOCC2)cc1)N1CCN(Cc2ccc3c(c2)OCO3)CC1	-3	95	1607	5	-3	10	1.0	-2	-0.49	.	14
COC(=O)c1nnn(-c2nonc2N)c1CN1CCc2ccccc21	-10	128	1543	7	6	-33	-0.5	15	.	8	4
COc1cccc(C2c3c(oc4ccccc4c3=O)C(=O)N2CCCN2CCOCC2)c1 (configuration not stated)	-5	102	1515	-3	-2	-3	-0.4	-1	0.67	-37	-1
CCOc1ccc(C(=O)N2CCN=C2SC)cc1OCC	1	99	1441	7	8	5	0.3	6	.	-22	5
Nc1cc(C2CCCC2)nn1-c1ccccc1	-7	112	1535	9	5	-11	-1.6	-1	.	.	-27
O=C(Nc1ccccc1Cc1ccccc1)c1oc2ccccc2c1COc1ccccc1	-8	94	1608	1	3	12	12*	2	0.39	-14	4
Cc1c(Cl)cccc1N=Cc1ccc([N+](=O)[O-])s1	-8	100	1246	-3	-8	5	-1.7	-5	.	.	4
O=C(c1cc(-c2ccco2)on1)N1CCN(C(c2ccccc2)c2ccccc2)CC1	0	109	1764	2	5	-5	4.6	-3	0.47	14	-2
COc1ccc(OCC(=O)N/N=C/c2ccsc2)cc1	5	100	1529	2	-1	3	0.0	-2	.	1	-6
ClC(=C\c1ccccc1)/C=N/N1CCN(c2ccccn2)CC1	14	100	1509	-1	-1	9	-1.4	-7	.	.	-31

# (continued)
Molecule	TLR4-MyD88 BLA	STAT3 activator	SRC2 TRFRET art	PPARg SRC2 recr	PPARg SRC-1 ag	STAT3 blocker	RAM inhibit	PPARg SRC3 recr	ROMK primary	S1P3 antag	STAT1 inh
Cc1cc(Cl)ccc1OCCCC(=O)OCC(N)=O	-7	87	1641	1	5	20	0.1	0	0.66	4	-5
COc1ccc(OCCSc2nc3nc(C)cc(C)n3n2)cc1	-3	74	1514	-5	4	34	-0.4	5	-0.82	-2	14
COc1ccc(C(C(=O)NCc2ccccc2)N(Cc2ccco2)C(=O)c2cnccn2)cc1 (configuration not stated)	13	106	1747	9	3	-5	1.4	1	.	10	3
Cc1ccc2c(c1)c(N=NC(N)=S)c(O)n2Cc1ccccc1	-10	109	1439	-9	-9	-10	2.5	-5	.	-3	-8
Cc1cc(C)n(-c2nc(C)nc(N)n2)n1	-11	101	1419	1	-4	-1	-0.2	-1	.	-4	-6
CC1CN(c2nc3ccccc3nc2C(C#N)C(=O)OC2CCCCC2)CC(C)O1 (configuration not stated)	6	91	1614	-1	1	16	5.1	3	.	-60	-7
COc1ccc(O[C@H]2C=C[C@@H](c3ccccc3)O[C@@H]2COC(=O)CC/C(C)=N/O[C@@H](C)c2cn([C@H](CO)Cc3ccccc3)nn2)cc1	-1	106	1371	-12	-8	-10	11*	-3	-3.3	-11	-5
Cn1cc(C(=O)c2ccc(Cl)cc2Cl)cc1C(=O)N/N=C(\N)COc1ccc(Cl)cc1Cl	-7	92	1682	1	1	9	2.6	5	0.42	.	1
CC1=C(C)CC(C(=O)Nc2cccc(Cl)c2)C(C(=O)O)C1 (configuration not stated)	-1	94	1606	-6	8	11	2.4	-9	.	14	4
NS(=O)(=O)c1ccc(CCNC(=O)C2CCC(Cn3c(=S)[nH]c4ccccc4c3=O)CC2)cc1 (configuration not stated)	-5	98	1614	4	4	7	3.1	4	0.11	-5	-1
COc1ccc(NC(=O)CN2CCN(S(=O)(=O)c3ccc(Cl)cc3)CC2)cc1Cl	6	97	1614	0	-2	9	-0.3	1	.	-3	-2
COc1ccc(OC)c(-c2csc(NC(=O)c3ccc4c(c3)OCO4)n2)c1	5	103	1482	10	2	-4	3.3	1	-0.018	-1	-26
O=S(=O)(Nc1ccc(F)cc1)c1ccc(NC(=S)Nc2ccccc2)cc1	8	106	1492	-11	-5	0	-0.2	-6	0.17	.	1
CCC(C)NS(=O)(=O)c1ccc(OCC(=O)NCC2CCCO2)cc1 (configuration not stated)	2	104	1725	-1	3	0	0.6	6	.	.	-1
O=C(/C=C/Nc1cccc(C(F)(F)F)c1)C(F)(F)F	8	93	1298	-1	-3	15	3.4	-4	.	.	-1
C=C(C)CNC(=S)N1CCNC(=O)C1CC(=O)OC (configuration not stated)	-9	104	1411	-9	-4	-7	-0.4	-2	0.017	4	12
COc1ccc(NC(=O)COC(=O)c2ccc(OCc3c(C)noc3C)cc2)cc1OC	3	101	1443	-3	6	2	5.2	1	.	.	0
O=C(NC1CCCCC1)N(CCN1CCCC1)Cc1cc2cc3c(cc2[nH]c1=O)OCCO3	-4	109	1559	-2	2	-8	-0.3	10	-1.5	3	-2
CC(C)CSc1n[nH]c(=S)s1	-2	102	1621	6	4	6	-1.2	6	0.042	-4	1
Cc1ccc(Cn2cnc3ccccc32)cc1	4	94	1571	7	0	12	-0.3	1	-1.3	.	5
CCc1nc(SCc2ccc(F)cc2)n[nH]1	-2	100	1327	-7	-1	1	1.4	-3	0.059	-19	-7
CCC(C)C(=O)Nc1ccc(OC)cc1[N+](=O)[O-] (configuration not stated)	-5	99	1618	7	4	1	0.1	7	-0.057	-14	0
O=C(NCCCN1CCCC1=O)c1nnc(Cc2c(F)cccc2Cl)o1	0	99	1777	-4	8	4	1.1	3	.	0	-3
CN1C(=O)C2C(c3ccc(N(C)C)cc3)=NN(Cc3ccccc3)C2C1=O (configuration not stated)	-2	95	1876	3	2	11	0.0	13	0.85	8	-1
NC(=O)CC(NC(=S)NCc1ccccc1)C(=O)O (configuration not stated)	-8	101	1476	-1	-5	-1	0.8	0	0.035	.	-5
COc1ccc(Cl)cc1NC(=O)NC(C)c1ccncc1 (configuration not stated)	-17	99	1452	8	1	4	0.8	8	.	-7	-1
COc1ccc(CSCC(=O)N/N=C/c2ccccc2OCc2ccccc2)cc1	1	99	1570	3	3	7	4.4	0	-0.32	.	-9
CCOC(=O)c1cc(-c2ccccc2)n(CC(=O)Nc2ccc(OC)c(OC)c2)c1C	6	101	1603	5	2	-1	0.5	1	-0.62	11	1
Cc1nnc(NC(=O)c2ccc(S(=O)(=O)N3CCc4ccccc4C3)cc2)o1	0	104	1498	0	5	2	0.4	1	0.0055	-8	-5
CCCc1nc(SCc2ccccn2)c2c(=O)n(C)c(=O)n(C)c2n1	-4	92	1633	7	2	15	-0.1	12	.	17	-2

# Next section:
Molecule	TLR4-MyD88 BLA	STAT3 activator	SRC2 TRFRET art	PPARg SRC2 recr	PPARg SRC-1 ag	STAT3 blocker	RAM inhibit	PPARg SRC3 recr	ROMK primary	S1P3 antag	STAT1 inh
CCS(=O)(=O)N1CCN(C(C)CCc2ccccc2)CC1 (configuration not stated)	21	97	1504	3	12	8	4.7	3	0.23	1	7
c1ccc2c(c1)CC/C2=N/Nc1nc2ccccc2[nH]1	-11	87	1668	5	22*	18	1.9	8	0.96	3	-40
O=C(c1cc(-c2ccccc2)on1)N1CCCc2ccccc21	-6	96	1256	1	-5	9	1.9	1	-0.44	-2	-18
COc1ccc(Br)c(C(=O)N2CCN(S(=O)(=O)/C=C/c3ccccc3)CC2)c1	7	108	1559	3	-1	-5	1.8	5	-0.3	-5	-2
CCCNS(=O)(=O)c1ccc(OCC(=O)Nc2ccccc2F)cc1	14	102	1574	0	2	1	0.3	-7	.	7	2
CN1CCN(CCOC2Cc3ccccc3Sc3ccc(Cl)cc32)CC1 (configuration not stated)	-6	98	1416	10	-5	0	0.1	4	-1.5	12	5
COc1ccc(OC)c(C(=O)c2coc3ccc(O)cc23)c1	-4	93	1719	3	7	10	-0.1	3	.	21	-3
